# DT40 TDP1 CPT: DT40-hTDP1 cell growth loss with CPT; AID 686979; actives 12% (n = 420,000); Potency, µM (titrated, usually from 46.2 µM), inactives show at the highest dose activity change, negative = growth inhibition, actives largely listed as inhibitors; chicken DT40 Tdp1-/-;hTDP1 cells + 20 nM CPT, ATP luminescence, 48 h; note: nearly all actives have a fitted effect of over 55% in size
#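 Cell growth measured by CellTiter-Glo luminescence after a minimum 48 h, 37 C compound exposure with 20 nM CPT in Tdp1-knockout DT40 cells stably expressing hTDP1, seeded 400/well; qHTS titration format.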
# TDP1 cell noCPT: qHTS for Inhibitors of human tyrosyl-DNA phosphodiesterase 1 (TDP1): qHTS in cells in absence of CPT. DT40 Tdp1-/- hTDP1 cells, no CPT, ATP luminescence, 48 h. Potency, µM (top dose mostly 46.2 µM), for inactives: at the highest dose activity change, negative = growth inhibition, actives largely listed as inhibitors. actives 15% (n = 420,000). AID 686978, 2013; note: nearly all actives have a fitted effect of over 55% in size
#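 No-CPT arm: Tdp1-/-;hTDP1 DT40 cells (400/well) plus compounds, incubated ≥48 hr at 37 °C. Readout CellTiter-Glo luminescence.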
# KAT2A inh: inhibitors of human GCN5L2 histone acetyltransferase; Q92830; GCN5L2 HAT assay, ThioGlo1 CoA-SH fluorescence; Potency, µM (doses to about 58.9 µM), for the others: at the top dose activity change, negative = inhibition, actives largely listed as inhibitors; actives 0.21% (n = 390,000); AID 504327
# Target sequence (Q92830 whole entry, looked up): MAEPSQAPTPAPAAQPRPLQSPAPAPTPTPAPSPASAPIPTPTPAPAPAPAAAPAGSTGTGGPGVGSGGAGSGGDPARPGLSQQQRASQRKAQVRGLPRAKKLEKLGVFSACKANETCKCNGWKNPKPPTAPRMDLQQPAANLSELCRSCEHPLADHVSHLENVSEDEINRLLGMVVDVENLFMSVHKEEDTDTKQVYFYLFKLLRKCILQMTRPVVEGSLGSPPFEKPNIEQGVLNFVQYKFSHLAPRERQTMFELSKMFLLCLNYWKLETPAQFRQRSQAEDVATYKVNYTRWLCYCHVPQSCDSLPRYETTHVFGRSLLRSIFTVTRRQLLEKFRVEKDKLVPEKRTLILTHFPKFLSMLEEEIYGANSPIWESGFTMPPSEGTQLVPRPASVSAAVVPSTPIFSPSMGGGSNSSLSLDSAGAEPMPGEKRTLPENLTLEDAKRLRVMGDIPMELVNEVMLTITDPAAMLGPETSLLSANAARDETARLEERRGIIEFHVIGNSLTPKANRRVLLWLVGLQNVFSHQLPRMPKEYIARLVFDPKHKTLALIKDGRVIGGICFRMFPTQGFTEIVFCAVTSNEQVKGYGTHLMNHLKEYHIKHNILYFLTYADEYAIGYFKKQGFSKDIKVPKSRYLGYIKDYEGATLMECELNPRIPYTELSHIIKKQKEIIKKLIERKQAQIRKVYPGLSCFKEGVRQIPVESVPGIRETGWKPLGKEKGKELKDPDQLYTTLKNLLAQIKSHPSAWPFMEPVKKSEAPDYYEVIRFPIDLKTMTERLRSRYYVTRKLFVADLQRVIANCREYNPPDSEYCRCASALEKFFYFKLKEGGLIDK
#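 Titration-based screen in which CoA formation is detected via maleimide probe ThioGlo1 (50uM) turning fluorescent on thiol reaction; substrates H3(1-25) 75uM and acetyl-CoA 70uM, GCN5L2 20nM, 20 min incubation at room temperature.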
# * = called active by the depositor; u = inconclusive; x = no result given; & = joins results of further samples. Calls come from the whole dose curve; as a rule, active = well fitted curve in the direction sought with a large enough effect; inconclusive = small, poorly fitted or top-dose-only effect, or another doubt; inactive = no such curve, though single readings can be large; an effect the other way counts as inactive or inconclusive. % is set by controls: 0 for no effect and ±100 for the full control effect; potency is the fitted concentration of half-maximal effect.
SMILES,DT40 TDP1 CPT,TDP1 cell noCPT,KAT2A inh
COc1ccc(-c2onc(C)c2C)cc1S(=O)(=O)NCC(C)c1ccccc1 (stereo not given),u,u,-16%
CCOc1ccccc1NC(=O)c1ccc2[nH]c(C)c(C)c2c1,u,26µM*,-8%
O=C(COC(=O)c1cccc(F)c1)Nc1cccnc1Cl,-17%,-7%,-3%
COc1ccc(C(=O)NCC(=O)OCc2nc(N)nc(Nc3ccccc3C)n2)cc1,16%,5%,0%
CCOC(=O)C1(CC2CC2)CCN(Cc2cn[nH]c2-c2cccc(F)c2)CC1,u,18µM*,-2%
O=C(COC(=O)c1cccnc1Cl)c1ccccc1,5%,-3%,-1%
O=[N+]([O-])c1cnc2ccccn12,11%,4%,-1%
CN1CCN(C(=S)NC(=O)c2ccc(C(C)(C)C)cc2)CC1,u,u,-5%
CC(C)c1ccc(NC(=O)c2ccc3snnc3c2)cc1,-12%,-5%,-4%
COc1ccc(CSCC(=O)N/N=C/c2ccccc2O)cc1,2.9µM*,2.6µM*,-3%
Cc1ccc(CCNC(=O)c2cnc3c(-c4ccc(F)cc4)c(C)nn3c2C)cc1,-6%,-2%,20%
C#CCOCCOCCOCCNc1nc(N2CCOCC2)nc(N2CCN(C(=O)[C@H]([C@@H](C)O)n3cc(CCCCN)nn3)CC2)n1,-4%,7%,-6%
O=c1c2cc3c(cc2n(Cc2ccccc2)c(=O)n1Cc1nc(-c2ccccc2)no1)OCO3,-25%,-22%,-10%
CCCc1cnc(N2CCN(S(C)(=O)=O)CC2)nc1,4%,-19%,1%
O=C(Nc1cccc(Cl)c1N1CCOCC1)c1cccnc1,-21%,u,-28%
O=C1Nc2ccc(S(=O)(=O)NCCCO)c3cccc1c23,-13%,-13%,-15%
COCCCNc1nc2c(c(=O)n(C)c(=O)n2C)n1Cc1cccc(OC)c1,18µM*,10µM*,0%
CC(=O)Nc1c2c3c(cccc3n(C)c1=O)C(=O)c1ccccc1-2,-12%,-29%,-22%
Cc1cccc2c1-c1sc(C(=O)NCCCN3CCCC(C)C3)cc1CO2 (stereo not given),u,21µM*,-10%
Cc1ccc(N2CC(C(=O)Nc3nc4ccc(S(C)(=O)=O)cc4s3)CC2=O)cc1 (stereo not given),-14%,14%,-6%
CCOC(=O)C1(C)/C(=N/Nc2ccccc2OC)C(=O)C(=O)N1c1ccccc1 (stereo not given),23µM*,13µM*,-9%
O=C(NCc1ccccc1F)c1ccc(S(=O)(=O)N2CCCC2)cc1,-28%,-28%,x
Cc1cccc(-c2noc(CCC(=O)NCc3ccco3)n2)c1,u,-16%,1%
CC(c1ccccc1)n1cc(C(=O)NCc2ccccn2)nn1 (stereo not given),-9%,-3%,-5%
Cc1ccc2nc(NCc3ccccc3)c(C=NCc3cccnc3)c(=O)n2c1,-6%,-26%,-6%
Cc1cc(C)n(CCC(=O)N2CCN(S(=O)(=O)c3ccccc3)CC2)n1,6%,-7%,-4%
CC(CN1CCCCC1)OC(=O)c1ccc2c(c1)OCO2 (stereo not given),-3%,6%,0%
COc1ccc(C=CC(=O)c2ccc(OC)c(OC)c2O)cc1OC,u,u,x
COc1cc(/C=N/Nc2nc(N3CCCC3)nc(N3CCCC3)n2)ccc1O,-28%,u,-17%
CCOc1ccc2ccccc2c1/C=N/NC(=O)CNC(=O)c1ccccc1F,-18%,u,-11%

# Looked up above:
# Reading for `Cc1cccc(-c2noc(CCC(=O)NCc3ccco3)n2)c1` under KAT2A inh: 1%
# Reading for `CC(CN1CCCCC1)OC(=O)c1ccc2c(c1)OCO2` (stereo not given) under TDP1 cell noCPT: 6%
# Reading for `Cc1ccc2nc(NCc3ccccc3)c(C=NCc3cccnc3)c(=O)n2c1` under DT40 TDP1 CPT: -6%
# Reading for `Cc1cc(C)n(CCC(=O)N2CCN(S(=O)(=O)c3ccccc3)CC2)n1` under TDP1 cell noCPT: -7%
# Reading for `COc1cc(/C=N/Nc2nc(N3CCCC3)nc(N3CCCC3)n2)ccc1O` under DT40 TDP1 CPT: -28%
# Reading for `CCOC(=O)C1(C)/C(=N/Nc2ccccc2OC)C(=O)C(=O)N1c1ccccc1` (stereo not given) under KAT2A inh: -9%

# The listing picks up, starting 2 compounds before the break.
SMILES,DT40 TDP1 CPT,TDP1 cell noCPT,KAT2A inh
COc1cc(/C=N/Nc2nc(N3CCCC3)nc(N3CCCC3)n2)ccc1O,-28%,u,-17%
CCOc1ccc2ccccc2c1/C=N/NC(=O)CNC(=O)c1ccccc1F,-18%,u,-11%
Cc1ccc(NC(=O)CSc2nnc(COc3ccc(C#N)cc3)n2-c2ccccc2)cc1C,u,u,-11%
O=C(CSc1ccc([N+](=O)[O-])cc1)c1ccccc1,-18%,-24%,x
CC(C)(O)c1ccc2c(c1)CCC1C(C)(C(=O)O)CCCC21C (stereo not given),-9%,-13%,-13%
CC(C)Cn1c(N)c(C(=O)CSc2ncn[nH]2)c(=O)n(C)c1=O,-28%,u,x
Cc1ccc(CN2CCN(Cc3ccc(OC(C)C)cc3)CC2CCO)o1 (stereo not given),5%,-17%,-2%
Cc1ccc(C(C)C)c(OCCNC(=S)Nc2cccc3ccccc23)c1,14µM*,13µM*,-17%
O=C(CCOc1ccccc1)N(Cc1cccnc1)c1nc2c(F)cccc2s1,13µM*,7.3µM*,-7%
CC(C)c1nnc(NC(=O)C2CCN(C(=O)C(C)(C)C)CC2)s1,6%,1%,x
CCOC(=O)CC1=NC(=O)CS1,0%,4%,-1%
CC(C)N1CCC(N2CCN(Cc3cc(F)ccc3-n3cccn3)CC2CCO)CC1 (stereo not given),0%,-8%,-14%
CC(=O)c1cc(CN2CCN(C3CCN(C(C)C)CC3)C(CCO)C2)cs1 (stereo not given),-19%,-27%,-3%
C/C(=N\NC(=O)c1cc(-c2ccccn2)nc2ccccc12)c1cccc([N+](=O)[O-])c1,-12%,u,-5%
Cc1cc(=O)n2nc(N3CCCC(C(=O)N4CCOCC4)C3)sc2n1 (stereo not given),0%,-10%,-1%
Cc1cccc(Oc2coc3cc(OCC(=O)NC4CCCCC4)ccc3c2=O)c1,21µM*,23µM*,12%
CN1CCN(c2ccc(CNC(=O)c3ccc(-c4ccc(F)c(F)c4)c4ccoc34)cc2)CC1,u,18µM*,x
COc1ccc(OC)c(S(=O)(=O)N2Cc3ccccc3CC2C(=O)Nc2ccc(Cl)cc2)c1 (stereo not given),u,u,-9%
COc1ccc(CNC(=O)c2ccc(NC(=O)C3CCCO3)cc2)cc1 (stereo not given),-4%,-20%,0%
CN(Cc1cccs1)C(=O)Cc1csc(-c2ccccc2)n1,-22%,-12%,-5%
Cc1ccc2c(c1)nnn2C1CCN(CC(=O)NCCc2nc3ccccc3[nH]2)CC1,-5%,-19%,-3%
Cc1ccc(C2c3[nH]c4ccccc4c3C[C@H]3C(=O)N(c4ccccc4C(=O)NCCCN4CCOCC4)C(=O)N23)cc1 (stereo not given in full),12µM*,u,-3%

# Just TDP1 cell noCPT and DT40 TDP1 CPT, for some of the entries so far:
SMILES	TDP1 cell noCPT	DT40 TDP1 CPT
CC(=O)c1cc(CN2CCN(C3CCN(C(C)C)CC3)C(CCO)C2)cs1 (stereo not given)	-27%	-19%
C/C(=N\NC(=O)c1cc(-c2ccccn2)nc2ccccc12)c1cccc([N+](=O)[O-])c1	u	-12%
Cc1cc(=O)n2nc(N3CCCC(C(=O)N4CCOCC4)C3)sc2n1 (stereo not given)	-10%	0%

# 3 compounds already listed, sorted by length of the SMILES, ascending.
SMILES,DT40 TDP1 CPT,TDP1 cell noCPT,KAT2A inh
Cc1ccc(CN2CCN(Cc3ccc(OC(C)C)cc3)CC2CCO)o1 (stereo not given),5%,-17%,-2%
CC(C)c1nnc(NC(=O)C2CCN(C(=O)C(C)(C)C)CC2)s1,6%,1%,x
Cc1cc(C)n(CCC(=O)N2CCN(S(=O)(=O)c3ccccc3)CC2)n1,6%,-7%,-4%

# Additional records
SMILES,DT40 TDP1 CPT,TDP1 cell noCPT,KAT2A inh
N#Cc1ccc(C(=O)N2CCCC(c3cc(C(=O)NCc4cccnc4)no3)C2)cc1 (stereo not given),u,u,x
COc1ccc(-c2noc(CCC(=O)NCCCN3CCC(Cc4ccccc4)CC3)n2)cc1,15µM*,15µM*,-7%
COc1ccc(N(CC(=O)NCc2ccc(F)cc2)C(=O)CCC(=O)Nc2ccccn2)cc1,-16%,u,-6%
C=CCN(c1ccc(C(=O)Nc2cccc([N+](=O)[O-])c2)cc1)S(C)(=O)=O,-6%,u,u
COC(=O)c1ccccc1NC(=O)c1cc(C2CC2)on1,-2%,u,-5%
Cc1ccc(N(C(=O)c2csnn2)C(C(=O)NCc2ccccc2)c2cccnc2)cc1 (stereo not given),-16%,-1%,-2%
COc1cccc(CNC(=O)Cc2c(C)c3cc4c(C)coc4cc3oc2=O)c1,u,u,0%
CC[C@]12c3[nH]c4cc(CCC(=O)N(C)C)ccc4c3CCN1C(=O)[C@@H](CC(=O)NCc1cccc(C(F)(F)F)c1)C[C@@H]2C(=O)N1CCN(C(=O)c2ccco2)CC1,21µM*,u,-9%
COc1ccc(-c2[nH]ncc2CN(C)CCN2CCOCC2)cc1F,9%,-2%,-4%
COCCNC(=O)C1(C)CCCN(C(=O)c2ccc(C)c(F)c2)C1 (stereo not given),-29%,-3%,x
Cc1cccc(NC(=O)Cc2nnc(NC(=O)Nc3ccccc3F)s2)c1,-6%,-12%,-21%
COc1cccc(CSc2nnnn2-c2ccc(O)cc2)c1,-10%,u,2%
Cc1cc(C)n2c(NC3CCCC3)c(-c3cc4ccccc4o3)nc2n1,u,u,x
O=[N+]([O-])c1ccc(NN=Cc2ccc(O)cc2)nc1,5%,-9%,x
CCOC(=O)N1CCC(NC(=O)c2ccc3c(c2)N(C)C(=O)/C(=C/c2cccc(OC)c2)S3)CC1,18µM*,18µM*,-5%
CCOc1ccc(/C=N/NC(=O)c2cc(-c3ccco3)nc3ccccc23)cc1,u,23µM*,-16%
O=C(O)/C=C/c1cn(Cc2ccccc2)nc1-c1cccnc1,15%,u,-13%
CN1C[C@H]2c3ccccc3Oc3ccc(Cl)cc3[C@@H]2C1,u,u,x
NS(=O)(=O)c1ccc(CNC(=O)c2sccc2-c2ccccc2)cc1,-7%,-22%,-4%
CC(CCc1ccccc1)NC(=O)CN1C(=O)NC2(CCCCC2)C1=O (stereo not given),-5%,-12%,2%
CCn1ccnc1[C@@H]1C[C@H]2CN(Cc3ccccc3OC)C(=O)[C@]23CCCN13,-8%,-17%,5%
CC1CCN(c2cc(N3CCOCC3)c([N+](=O)[O-])cc2F)CC1,-11%,u,-5%
COc1ccc(-c2csc(NC(=S)NC(=O)c3ccc(S(=O)(=O)N(C)C)cc3)n2)cc1OC,u,u,-8%
O=C(COc1ccccc1[N+](=O)[O-])Nc1ccccc1N1CCCC1,-16%,u,11%
O=C(COC(=O)CCC(=O)c1ccc(F)cc1)Nc1nnc(-c2ccccc2)o1,u,u,-2%
CC(N=Cc1cccc(O)c1O)c1ccccc1 (stereo not given),u,u,-16%
COc1ccccc1CNC(=O)CCC1N=C2c3ccccc3N=C(SCc3ccc(Cl)cc3)N2C1=O (stereo not given),u,u,-12%
COCCn1c(=O)[nH]c(=O)c2c1nc(-c1ccc(-c3ccc(Cl)cc3[N+](=O)[O-])o1)n2Cc1ccccc1,16µM*,23µM*,-8%
CCCCC(CCC(=O)Nc1nccs1)C(=O)O (stereo not given),1%,-1%,-11%
O=c1cc(O)nc(-c2ccccc2)s1,2%,-14%,-13%
CCCCC1CC2=C(C(=O)OC(C)(C)O2)C(c2ccc3ccccc3c2)O1 (stereo not given),u,u,x
CCCN(CCC)c1nc2ccccc2nc1C(C#N)C(=O)OCCOC (stereo not given),u,23µM*,x
COc1ccc(CCC(=O)NNC(=O)Cn2nc(C)cc2C)cc1,-19%,20%,-1%
CCCCCCCCCOC(=O)C[n+]1csc(CCO)c1C,u,10µM*,-3%
COC(=O)C(C(=O)OC)c1cc2c(cc1CNS(=O)(=O)c1ccc(C)cc1)OCO2,-12%,5%,x
CCOc1ncccc1C(=O)OCC(=O)Nc1ccc(S(=O)(=O)N2CCCC2)cc1,1%,9%,3%
CC(=NCc1ccccc1)c1ccccc1O,-11%&18%,0%&-4%,x
Cc1cn(CC(=O)N(C)Cc2ccco2)c(=O)[nH]c1=O,-6%,-6%,x
CCc1ccc(C(=O)C(C)OC(=O)c2nc3nc(C)cc(C)n3n2)cc1 (stereo not given),-16%,11%,2%
COc1cc(/C=N/NC(=O)c2ccc(NC(=O)C3CC3)cc2)ccc1OC(C)=O,24%,-5%,u
COc1ccc(Cn2nnnc2C(c2ccccc2)N2CCN(C3CCCC3)CC2)cc1 (stereo not given),u,u,-6%
O=C(Nc1ccc(S(=O)(=O)Nc2nccs2)cc1)c1nn(-c2ccccc2)ccc1=O,1%,-11%,u
CC1CC(C)CN(c2ncc3c(n2)CC(c2ccccc2Cl)CC3=O)C1 (stereo not given),u,21µM*,-23%
C/C(=N/N1CCN(c2ccccn2)CC1)c1cccc([N+](=O)[O-])c1,-5%,u,1%
